Screening data as filed in PubChem.
KLK7 zymogen act: activators of human kallikrein-7 zymogen; P49862; purified proKLK7, EDANS-DABCYL substrate fluorescence; 100% is mature enzyme control, 0% vehicle; activation, % at 7 µM; 370,000 compounds, 0.9% hits;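 active = activation above the mean of all tested compounds plus 3 SD, computed per campaign excluding outliers beyond control limits, cut at about 13% in these data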
Target sequence (P49862 whole entry, looked up): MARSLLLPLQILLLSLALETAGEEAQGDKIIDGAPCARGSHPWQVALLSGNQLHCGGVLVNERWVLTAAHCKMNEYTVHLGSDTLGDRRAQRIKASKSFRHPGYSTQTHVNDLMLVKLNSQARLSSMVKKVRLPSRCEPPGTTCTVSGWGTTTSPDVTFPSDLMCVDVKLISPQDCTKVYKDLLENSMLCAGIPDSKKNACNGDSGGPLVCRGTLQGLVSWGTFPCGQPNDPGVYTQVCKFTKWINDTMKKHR
TCR CD3 inh: blocks the human TCR-CD3 interaction; AID 651800; TAMRA-labeled TCR probe fluorescence, biochemical; inhibition, % at 9.4 µM; 360,000 compounds, 0.37% hits; in the data active = inhibition above about 19%;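 also: recombinant mutant TCR 2C K166C tagged with TAMRA read by polarization; 0% = receptor in buffer alone and 100% = receptor with positive control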
Tn6 DDE FP: DD(E)-Tn6 binding inhibition, primary FP screen. P02675. Fibrin DD(E) TRITC-Tn6 fluorescence polarization displacement. 370,000 compounds, 0.21% hits. inhibition, % at 8.3 µM;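 active = inhibition above a per-campaign cutoff: mean of compounds within control limits plus 3 SD, cut at about 15% in these data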;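 also: 0% = median of all compound wells on the plate and 100% = blocking peptide control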
SIAE inh: blocks human sialic acid acetylesterase; Q9HAT2; SIAE FP-Rh probe binding, fluorescence polarization; inhibition, % at 9.66 µM; 370,000 compounds, 0.69% hits; AID 1053197;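 active = inhibition above a cutoff: mean of compounds within the control limits plus 3 SD of those, cut at about 17% in these data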;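 also: 0% = plate median of compound wells and 100% = probe without SIAE protein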
PRMT1 FP inh: blocks human protein arginine methyltransferase 1. 370,000 compounds, 1.3% hits. inhibition, % at 2.79 µM. Q99873. recombinant PRMT1, activity-based probe fluorescence polarization. AID 652257;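 active = inhibition above about 21% made by adding two undisclosed values, limit read from the data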
Target sequence (Q99873 whole entry, looked up): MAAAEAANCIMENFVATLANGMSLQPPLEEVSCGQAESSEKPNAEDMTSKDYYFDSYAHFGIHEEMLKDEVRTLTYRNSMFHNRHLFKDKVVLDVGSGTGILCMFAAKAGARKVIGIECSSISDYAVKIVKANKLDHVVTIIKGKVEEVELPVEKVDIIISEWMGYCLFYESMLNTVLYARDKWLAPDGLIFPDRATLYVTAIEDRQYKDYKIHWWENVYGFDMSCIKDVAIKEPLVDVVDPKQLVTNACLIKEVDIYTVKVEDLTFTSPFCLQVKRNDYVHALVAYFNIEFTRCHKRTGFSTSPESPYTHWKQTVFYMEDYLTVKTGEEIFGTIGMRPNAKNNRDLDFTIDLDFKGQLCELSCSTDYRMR
LEDGF integ inh: blocks HIV-1 LEDGF/p75-dependent DNA integration; TR-FRET IN-LEDGF/p75 DNA integration, Eu/Cy5; inhibition, % at 3.7 µM; 370,000 compounds, 0.64% hits;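 active = inhibition above the screen-wide mean plus 3 SD, cut at about 13% in these data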;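 also: signal is the Cy5 over europium emission ratio at 671 and 618 nm; 0% = plate median of compound wells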
UHRF1 binding: human UHRF1 methylated DNA binding inhibitors; Q96T88; UHRF1 binding to methylated oligo, TR-FRET; inhibition, % at 4.4 µM; 370,000 compounds, 0.75% hits; in the data active = inhibition above about 21%;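 also: UHRF1 SRA domain binding a hemimethylated CpG hairpin DNA probe; 0% = median of test compound wells and 100% = reference inhibitor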
TDP2 absorb: blocks human TDP2 phosphodiesterase activity. O95551. recombinant TDP2, T5PNP hydrolysis, p-nitrophenol absorbance 415 nm. inhibition, % at 12.8 µM. 370,000 compounds, 0.34% hits;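 active = inhibition above the mean of all tested compounds plus 3 SD, set per campaign, cut at about 25% in these data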;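 also: 0% = DMSO with enzyme and 100% = buffer with substrate but no TDP2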
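System – recombinant human TDP2 · Amount – 120 nM TDP2 per well · Buffer or medium – Mg2+-containing Tris-HCl buffer, pH 7.5 · Reagent – T5PNP substrate, 5 mM · Dosing – 12.8 µM single point, 1% DMSO · Incubation – 2 h at 37 °C · Measured by – epi absorbance · Read-out basis – percent inhibition · Benchmarks – high control without enzyme, low control DMSO plus TDP2 · Repeats – singlicate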
MBD2 inh: inhibitors of human MBD2 binding to methylated oligonucleotide. 370,000 compounds, 0.31% hits. Q9UBB5. TR-FRET. AID 686964. inhibition, % at 4.4 µM; in the data active = inhibition above about 13%
Target sequence (Q9UBB5 whole entry, looked up): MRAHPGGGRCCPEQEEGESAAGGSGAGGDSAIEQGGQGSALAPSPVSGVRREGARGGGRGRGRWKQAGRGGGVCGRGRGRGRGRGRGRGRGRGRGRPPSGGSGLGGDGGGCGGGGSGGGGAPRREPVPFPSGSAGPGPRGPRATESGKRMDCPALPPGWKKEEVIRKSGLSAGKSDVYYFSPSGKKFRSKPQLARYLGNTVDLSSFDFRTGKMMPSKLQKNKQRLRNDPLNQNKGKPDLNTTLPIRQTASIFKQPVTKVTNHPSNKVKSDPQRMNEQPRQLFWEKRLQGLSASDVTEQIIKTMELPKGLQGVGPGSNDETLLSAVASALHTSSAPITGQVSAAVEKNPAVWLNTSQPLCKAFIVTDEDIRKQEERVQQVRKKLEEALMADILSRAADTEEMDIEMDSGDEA
DDE Tn7 FP inh: inhibitors of Tn7 peptide binding to human fibrin DD(E); P02675; FP displacement of FITC-Tn7 peptide from fibrin DD(E); 0% = median of compound wells per plate; inhibition, % at 8.3 µM; 370,000 compounds, 0.13% hits; AID 720508;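 active = inhibition above the mean of compounds falling within the control limits plus 3 SD of them, cut at about 14% in these data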;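 also: 0% = plate median of compound wells and 100% = 10 µM Aha-Tn7 peptide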
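assay system = human clot-derived fibrin DD(E) complex | quantity = Fibrin-DD(E) at 2 µM final | timing = 10 min preincubation, 3 h with tracer, room temperature | signal = fluorescence polarization | measure = percent inhibition | benchmarks = high control wells with 10 µM unlabelled Aha-Tn7 peptide (full inhibition) | replicates = singlicate testing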
Numbers without * were called inactive; · = not tested or not shown.

KLK7 zymogen act	TCR CD3 inh	Tn6 DDE FP	SIAE inh	PRMT1 FP inh	LEDGF integ inh	UHRF1 binding	TDP2 absorb	MBD2 inh	DDE Tn7 FP inh	molecule
0.2	1	9	-1	-2	-1	-2	-6	6	-5	COC(=O)[C@@H]1C[C@@]2(O)[C@H](O)[C@H](O)[C@H](O)C[C@H]2N1Cc1ccc(-c2ccccc2)cc1
0.0	1	3	-7	-1	-1	-1	-7	-4	8	COc1ccnc(Oc2cccc(C(F)(F)F)c2)c1C(=O)N/C=N/OCc1ccccc1F
0.1	5	-2	-3	0	1	-2	12	-4	-8	COc1cccc2cc(C(C)=O)oc12
0.6	·	-6	13	2	1	17	16	14*	4	C=CCN1[C@H](C#N)[C@@H](c2ccc(C#Cc3ccccc3OC)cc2)[C@H]1CO
-0.4	6	0	-8	-2	3	-2	-1	-1	-5	COc1ccc(S(=O)(=O)N2CCC(O)(c3ccc(Cl)cc3)CC2)cc1
0.1	0	4	-2	-1	0	0	5	3	1	CCC(C)N(C(=O)COC(=O)c1cc([N+](=O)[O-])ccc1N1CCOCC1)C1CCS(=O)(=O)C1 (centres undefined)
0.5	·	3	3	2	-1	0	2	3	-4	CCCCCCCCN1C(=O)[C@@H](CC(=O)N2CCN(C(=O)C3CC3)CC2)C[C@@]2(C(=O)OC)C1=C[C@H](COCc1ccccc1)O[C@@H]2C
-0.5	2	4	1	3	-3	-2	7	3	3	COc1ccc(NC(=O)O/N=C/c2ccccc2Cl)cc1
-0.5	0	5	-2	-1	7	4	-17	-2	-9	O=[N+]([O-])c1cc(CS(=O)(=O)Oc2ccc(Cl)cc2)c(O)c([N+](=O)[O-])c1
-0.5	·	12	-11	-2	1	-3	-4	-3	6	Cc1ccc(NC(=O)NNC(=O)CCn2nc(C)c([N+](=O)[O-])c2C)cc1C
0.1	-4	-4	-2	-1	1	3	-11	8	5	CCC(=O)N1CCN(c2ccccc2NC(=O)c2cccc(C)c2)CC1
-0.8	4	-5	-2	12	5	8	-7	7	2	COc1cccc(/C=N/n2c(-c3cc(C)[nH]n3)n[nH]c2=S)c1
0.2	8	8	-8	2	-2	-2	-11	5	2	O=C(O)C1CCCN1C(=O)Oc1ccccc1 (centres undefined)
0.0	5	-7	-4	0	6	6	-4	-2	-4	O=C(O)C1CC(=O)N(c2ccc(OCc3ccc(Cl)cc3Cl)cc2)C1 (centres undefined)
0.3	3	1	-3	-2	-4	-2	7	4	-3	CN(CC(=O)Nc1ccccc1F)Cc1cccs1
0.1	-6	-3	-4	8	-2	1	4	4	3	Nc1nc(=O)n(C2OC(CO)C(O)C2O)cc1F (centres undefined)
0.0	3	2	0	-1	1	4	9	6	7	COc1cccc(CCC(=O)O)c1OC
-0.2	-2	3	-3	2	5	0	14	-4	3	CN(C(=O)CSc1nc2cc(C(=O)O)ccc2c(=O)n1Cc1ccccc1)C1CCS(=O)(=O)C1 (centres undefined)
-0.3	7	5	2	2	-11	3	-8	-1	-7	COC(=O)Cc1ccc(OC2(C)CCN(Cc3csc4ccccc34)C2)cc1 (centres undefined)
-0.2	-6	8	-2	2	0	-1	0	6	-2	COc1c(C)cc(C(O)c2ncc(-c3cccc(C(F)(F)F)c3)[nH]2)cc1C (centres undefined)

Continuation:
KLK7 zymogen act	TCR CD3 inh	Tn6 DDE FP	SIAE inh	PRMT1 FP inh	LEDGF integ inh	UHRF1 binding	TDP2 absorb	MBD2 inh	DDE Tn7 FP inh	molecule
1.7	6	1	-2	1	-1	0	-11	1	-1	COc1ccc(NC(=S)N(CCN2CCOCC2)Cc2cc3cc4c(cc3[nH]c2=O)OCO4)cc1
-0.4	10	9	-3	-7	-1	-4	6	1	8	Cn1c(C(=O)NCc2ccccn2)cc2c(=O)n(C)c3ccccc3c21
0.0	-2	-2	-4	0	-1	0	-6	4	1	Cc1c(Cl)ccc(S(=O)(=O)N2CCN(C)CC2)c1Cl
-0.1	-3	7	3	-2	0	-2	3	-1	-1	Cc1cccc2cc(CN(C(=O)c3cccc([N+](=O)[O-])c3)C(C)C)c(=O)[nH]c12
-0.4	0	-10	8	-3	1	-1	-1	-1	0	COc1ccc(CC(=O)Nc2c3c(nn2-c2cccc(Cl)c2)CS(=O)C3)cc1 (centres undefined)
-0.6	0	1	13	1	1	16	-1	0	8	CCc1ccccc1NNC(=O)c1cc(C)on1
0.1	-3	0	0	1	-1	1	-2	4	6	Cc1ccc(CSCCNS(C)(=O)=O)cc1
0.6	-1	-5	-9	-2	1	-2	0	-5	-3	COc1ccc(NC(=O)c2sc(NC(=O)COc3ccccc3)nc2C)cc1
-0.5	6	4	4	0	5	-2	6	-3	-2	O=C(CN(CC1CCCO1)C(=O)CCC(=O)Nc1ccccn1)NCc1ccccc1 (centres undefined)
0.4	5	11	-3	-1	-2	-1	19	-4	2	Cc1cccc(NC(=O)Cc2nc(-c3c[nH]c(C(=O)N4CCCC4)c3)cs2)c1
0.0	-6	1	-7	8	-5	3	-20	5	-1	Cc1ccc(S(=O)(=O)N2CCOCC2)cc1NC(=O)CSc1nnnn1C
-0.1	6	3	-4	0	-1	0	1	1	3	Cc1ccc(OC(C)C(=O)N2CC(=O)Nc3ccccc32)c(C)c1 (centres undefined)
-0.3	1	7	1	4	-7	-1	3	4	-7	O=C(NC(=S)NNC(=O)c1ccco1)c1ccc(F)cc1
0.5	-7	-2	-6	0	-4	4	16	-1	-8	COC(CNC(=O)CNC(=S)N(Cc1ccccc1)Cc1cccnc1)OC
0.0	·	8	1	4	3	-1	5	-6	7	C=c1[nH]cc(C(C)c2c(C)n(C)c3ccccc23)/c1=C/C (centres undefined)
-0.4	3	6	7	-4	5	1	0	-6	6	Cc1cc(C)c(N(C(=O)c2csnn2)C(C(=O)NC(C)(C)C)c2ccncc2)c(C)c1 (centres undefined)
0.3	·	-3	9	0	2	8	-4	2	-1	COC(=O)C1CN(Cc2ccc(C)cc2)CCS(=O)(=O)N1Cc1cn(Cc2ccc(C)cc2)nn1 (centres undefined)
0.0	-5	-3	-4	-2	-4	2	9	1	3	CCC(=O)N1CCc2cc(OC)c(OC)cc2C1COc1ccccc1OC (centres undefined)
0.2	0	3	5	1	2	0	12	-5	0	CCn1c(=O)n(CC)c2cc(S(=O)(=O)N3CCCCC3)c(C)cc21
-0.2	-3	-1	5	3	-4	5	-11	-3	-4	CC(C)COc1cccc(C(=O)Nc2cc(S(=O)(=O)N3CCOCC3)ccc2N2CCCC2)c1

Other results.
KLK7 zymogen act	TCR CD3 inh	Tn6 DDE FP	SIAE inh	PRMT1 FP inh	LEDGF integ inh	UHRF1 binding	TDP2 absorb	MBD2 inh	DDE Tn7 FP inh	molecule
-0.1	-1	8	0	0	0	0	-5	-6	9	NS(=O)(=O)c1ccc(CCNC(=O)c2cnccn2)cc1
0.4	7	-4	1	3	-2	-1	12	1	3	CCCCOc1ccc(CNC(=O)NS(=O)(=O)c2ccc(OCC)cc2)cc1
-0.5	3	2	1	-1	1	-1	-8	1	-4	Nc1nc(SCC(=O)N2CCCC2)[nH]c(=O)c1NC(=O)c1ccco1
·	·	-11	2	8	2	5	-9	2	1	Cc1cc(N2CCOc3ccccc32)nc2ccccc12
0.0	-5	-3	-3	0	3	1	6	2	-3	C/C(=N\OC(=O)c1ccc(Cl)cc1)c1sc(-c2ccccc2)nc1C
-0.9	0	-1	0	0	0	-1	3	-3	-5	O=C1CN(C(=O)CCN2CCOCC2)C(c2ccccc2)c2cc(Br)ccc2N1 (centres undefined)
-0.7	9	-2	5	-2	0	-3	-4	-2	3	NC1=NC(c2cn(-c3ccccc3)nc2-c2cccs2)n2c(nc3ccccc32)N1 (centres undefined)
1.3	8	5	8	-1	-3	-1	5	-2	5	COc1ccc(CC(=O)Nc2ccc3c(C)cc(=O)oc3c2)cc1OC
-0.2	-8	6	-3	1	-5	0	-11	-1	-3	COc1cccc(N2CCN(CC(=O)Nc3ccccc3C(=O)NCCc3ccccc3)CC2)c1
0.5	4	-5	3	1	-1	-3	2	-3	-2	O=C(CSc1nnc(-c2cccnc2)n1-c1ccccc1)NCc1ccc2c(c1)OCO2
-0.3	1	5	-2	-2	-1	-1	12	-4	8	COC(=O)CSc1ccnc2cc(Cl)ccc12
-0.4	4	5	0	-2	-2	-2	5	0	-3	CCCOn1c(-n2nc(C)cc2C)nc2ccccc2c1=O

A different layout for part of the listing above.
Results follow in this order: KLK7 zymogen act, TCR CD3 inh, Tn6 DDE FP, SIAE inh, PRMT1 FP inh, LEDGF integ inh, UHRF1 binding, TDP2 absorb, MBD2 inh, DDE Tn7 FP inh
> CCC(=O)N1CCc2cc(OC)c(OC)cc2C1COc1ccccc1OC (centres undefined)
  0.0, -5, -3, -4, -2, -4, 2, 9, 1, 3
> CCn1c(=O)n(CC)c2cc(S(=O)(=O)N3CCCCC3)c(C)cc21
  0.2, 0, 3, 5, 1, 2, 0, 12, -5, 0
> CC(C)COc1cccc(C(=O)Nc2cc(S(=O)(=O)N3CCOCC3)ccc2N2CCCC2)c1
  -0.2, -3, -1, 5, 3, -4, 5, -11, -3, -4
> NS(=O)(=O)c1ccc(CCNC(=O)c2cnccn2)cc1
  -0.1, -1, 8, 0, 0, 0, 0, -5, -6, 9
> CCCCOc1ccc(CNC(=O)NS(=O)(=O)c2ccc(OCC)cc2)cc1
  0.4, 7, -4, 1, 3, -2, -1, 12, 1, 3
> Nc1nc(SCC(=O)N2CCCC2)[nH]c(=O)c1NC(=O)c1ccco1
  -0.5, 3, 2, 1, -1, 1, -1, -8, 1, -4
> Cc1cc(N2CCOc3ccccc32)nc2ccccc12
  ·, ·, -11, 2, 8, 2, 5, -9, 2, 1
> C/C(=N\OC(=O)c1ccc(Cl)cc1)c1sc(-c2ccccc2)nc1C
  0.0, -5, -3, -3, 0, 3, 1, 6, 2, -3
> O=C1CN(C(=O)CCN2CCOCC2)C(c2ccccc2)c2cc(Br)ccc2N1 (centres undefined)
  -0.9, 0, -1, 0, 0, 0, -1, 3, -3, -5
> NC1=NC(c2cn(-c3ccccc3)nc2-c2cccs2)n2c(nc3ccccc32)N1 (centres undefined)
  -0.7, 9, -2, 5, -2, 0, -3, -4, -2, 3
> COc1ccc(CC(=O)Nc2ccc3c(C)cc(=O)oc3c2)cc1OC
  1.3, 8, 5, 8, -1, -3, -1, 5, -2, 5
> COc1cccc(N2CCN(CC(=O)Nc3ccccc3C(=O)NCCc3ccccc3)CC2)c1
  -0.2, -8, 6, -3, 1, -5, 0, -11, -1, -3
> O=C(CSc1nnc(-c2cccnc2)n1-c1ccccc1)NCc1ccc2c(c1)OCO2
  0.5, 4, -5, 3, 1, -1, -3, 2, -3, -2
> COC(=O)CSc1ccnc2cc(Cl)ccc12
  -0.3, 1, 5, -2, -2, -1, -1, 12, -4, 8
> CCCOn1c(-n2nc(C)cc2C)nc2ccccc2c1=O
  -0.4, 4, 5, 0, -2, -2, -2, 5, 0, -3

No enrichment for hits, and some 4.6% of all compounds hit somewhere here.
